C diff growth – C. difficile growth inhibition. growth activity, negative = inhibition, % at 16 µg/mL (by protocol). hit rate 0.25% among 86,000. Clostridium difficile clinical isolate growth, OD600, 24 h; hits give low values. AID 1259249;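 active means mean growth activity at or below -80% and every replicate also at or below -80%; inconclusive means mean at or below -80% but some replicate above -80%; inactive means mean growth activity above -80%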;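 further: 0% = DMSO wells and -100% = levofloxacin 16 µg/mL wells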
Pf Dd2 inh – blocks growth of Plasmodium falciparum Dd2 parasites; hit rate 2.3% among 94,000; P. falciparum Dd2 growth, SYBR Green, 72 h; hits give low values; activity change, % at 10 µM; in the data active means activity change below about -80%; inconclusive means no clear call, values can overlap the other calls
Tcruzi prolif – inhibitors of T. cruzi proliferation; T. cruzi beta-gal in NIH3T3, GalScreen luminescence, 90 h; inhibition, % at 8.34 µM; hit rate 5.9% among 77,000; AID 624255;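 active means mean inhibition above about 93%, with at least 55% of replicates each passing it, limit read from the data, passing the limit was not always enough; inconclusive means only one of those two conditions holds; inactive means neither condition holds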
GASC1 inh – KDM4C (human) demethylase inhibition; inhibition, % at 12.5 µM; GST-KDM4C 2-372, H3K9me3 peptide, LANCE TR-FRET; hit rate 0.15% among 96,000; Q9H3R0;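 active means mean replicate inhibition above about 25%, with at least 55% of replicates also reaching it, limit read from the data, passing the limit was not always enough; inconclusive means only one of those two conditions met; inactive means neither condition met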
Target sequence (Q9H3R0 2-372 limits assumed): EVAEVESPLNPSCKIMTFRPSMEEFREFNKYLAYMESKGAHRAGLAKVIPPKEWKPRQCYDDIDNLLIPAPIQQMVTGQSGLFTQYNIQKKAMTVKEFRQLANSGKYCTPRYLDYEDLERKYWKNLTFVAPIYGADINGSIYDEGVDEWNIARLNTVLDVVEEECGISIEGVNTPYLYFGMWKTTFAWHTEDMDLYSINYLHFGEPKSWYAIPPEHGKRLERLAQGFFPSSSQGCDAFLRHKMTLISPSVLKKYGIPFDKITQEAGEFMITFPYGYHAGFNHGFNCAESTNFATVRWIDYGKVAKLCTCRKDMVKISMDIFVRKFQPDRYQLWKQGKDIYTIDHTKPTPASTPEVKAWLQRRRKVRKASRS
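Compound: one test concentration per compound; Material: GST-GASC-1 enzyme fragment 2-372; Amount: GASC-1 enzyme at 10 nM final in reaction; Also added: H3K9me3 peptide substrate, Fe(II), 2-oxoglutarate; Technique: LANCE TR-FRET; Times: 30 min demethylation and 1 h detection at room temperature.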
Active calls of the source: *; u = inconclusive; x = not tested or not shown; & = joins results of further samples.

Value order – C diff growth, Pf Dd2 inh, Tcruzi prolif, GASC1 inh
C[C@H](CO)N1C[C@H](C)[C@@H](CN(C)Cc2ccc(Oc3ccccc3)cc2)Oc2c(NS(=O)(=O)c3ccccc3)cccc2C1=O
 : -9.3, -17.7, x, x
C[C@H](CO)N1C[C@H](C)[C@@H](CN(C)S(=O)(=O)c2cn(C)cn2)Oc2ccc(NS(=O)(=O)c3cccs3)cc2CC1=O
 : -5.4, -3.8, 6.6, 0.5
CCN1[C@@H]2c3ccc(-c4ccccc4)c(=O)n3C[C@@H]2[C@@H](CO)[C@@H]1C(=O)NCC(F)(F)F
 : -1.6, 21.1, 11.9, 10.2
C[C@@H]1CN([C@H](C)CO)C(=O)CCCn2cc(nn2)CO[C@@H]1CN(C)Cc1ccc(Oc2ccccc2)cc1
 : 0.5, -13.7, 34.8, 0.9
O=C(CCN1CCCCC1)N[C@H]1CC[C@H](CC(=O)N2CCC(Cc3ccccc3)CC2)O[C@H]1CO
 : x, -28.6, 12.8, 0.6
C[C@@H]1CN([C@@H](C)CO)C(=O)c2cc(C3=CCCC3)cnc2O[C@H]1CN(C)C(=O)C1CCC1
 : 3.1, 22.2, 49.5, 1.4
C[C@@H]1CN([C@H](C)CO)C(=O)c2cccc(NC(=O)Nc3ccc(F)cc3)c2O[C@H]1CN(C)C(=O)Nc1ccc(C(F)(F)F)cc1
 : 49.1, -1.6, x, -1.1
CCC(=O)N(C)C[C@H]1Oc2ncc(/C=C/c3ccccc3)cc2C(=O)N([C@@H](C)CO)C[C@H]1C
 : -3.4, -10.9, 15.5, -0.4
CCC(=O)N1[C@H](CO)[C@@H](c2ccc(-c3cccc(F)c3)cc2)[C@@H]1CNC(C)=O
 : -12.9, -3.6, -41.5, 0.0
C[C@@H]1CN([C@@H](C)CO)S(=O)(=O)c2ccc(C#CC3CC3)cc2O[C@H]1CN(C)Cc1cccnc1
 : -2.8, -45.3, x, 0.2
COc1ccc(-c2ccc([C@@H]3[C@H]4CN(C(=O)c5ccc(F)cc5)CCCCN4[C@H]3CO)cc2)cc1
 : 3.7, -21.4, 71.2, 1.2
C[C@@H]1CN([C@@H](C)CO)C(=O)c2cc(NS(=O)(=O)c3cn(C)cn3)ccc2O[C@@H]1CN(C)Cc1ccc2c(c1)OCO2
 : x, 6.2, -14.9, -1.9
C[C@@H]1CN([C@@H](C)CO)C(=O)c2cc(C#CCc3ccccc3)cnc2O[C@@H]1CN(C)Cc1cccc(C(=O)O)c1
 : -5.3, 26.9, 12.5, 2.8
CCC(=O)Nc1ccc2c(c1)OC[C@@H](C)N(C(=O)c1cccnc1)C[C@H](C)[C@@H](OC)CN(C)C2=O
 : x, 16.7, -64.4, -0.1
COc1ccc(C(=O)N2C[C@@H]3[C@H](c4ccccc42)[C@H](CO)N3C(=O)c2cccc(F)c2)cc1
 : -1.9, -13.6, 19.3, 1.2
C[C@@H]1CN([C@@H](C)CO)C(=O)c2cc(NS(=O)(=O)c3ccc(F)cc3)ccc2O[C@@H](C)CCCCO[C@H]1CN(C)Cc1ccc(C(=O)O)cc1
 : 0.2, 4.1, 30.0, 1.1
C[C@H](CO)N1C[C@H](C)[C@@H](CN(C)Cc2ccc3cccnc3c2)OCc2cn(nn2)CCCC1=O
 : -8.9, 3.5, -127.5, -0.3
O=C(c1cccnc1)N1CC[C@H]2[C@H](CO)Nc3ccc(-c4ccc(F)cc4)cc3[C@H]21
 : 0.4, 18.7, 74.7, -1.1
C[C@@H]1CCCCO[C@@H](CN(C)S(=O)(=O)c2ccc(F)cc2)[C@@H](C)CN([C@H](C)CO)C(=O)c2cc(NC(=O)Nc3cccc4ccccc34)ccc2O1
 : -2.8, -59.3, 45.6, -1.6
CCCN1CCC2(CC1)CN(Cc1ccccc1OC)[C@@H](CO)c1c2c2ccc(OC)cc2n1C
 : 1.9, -61.9, x, 0.0
CCCC#Cc1ccc([C@@H]2[C@@H](CO)N3CCCCN(Cc4cccnc4)C[C@@H]23)cc1
 : -7.6, -14.3, 80.3, -1.7
O=C([C@H]1[C@H](CO)[C@H]2Cn3c(ccc(-c4ccccc4F)c3=O)[C@@H]1N2C(=O)C1CCC1)N1CCCCC1
 : 4.2, x, -25.9, -0.3
C[C@@H]1CN([C@@H](C)CO)C(=O)Cc2cc(NC(=O)CCN3CCOCC3)ccc2O[C@H]1CN(C)Cc1ccc(C(=O)Nc2ccccc2N)cc1
 : 4.4, -34.1, 94.4, -2.6
COc1ccc(S(=O)(=O)Nc2ccc3c(c2)CC(=O)N([C@@H](C)CO)C[C@H](C)[C@H](CN(C)Cc2ccccc2)O3)cc1
 : -0.6, -28.1, 99.3*, -0.2
C[C@@H]1CN([C@@H](C)CO)C(=O)c2cc(-c3ccccc3)cnc2O[C@H]1CN(C)C(=O)C1CCCCC1
 : -3.3, -52.3, 19.2, -1.2
C[C@@H](NC(=O)C[C@@H]1CC[C@@H](NC(=O)C2CCOCC2)[C@H](CO)O1)c1ccccc1
 : 0.7, -9.9, 19.0, -1.4
C[C@H](CO)N1C[C@H](C)[C@@H](CN(C)C)Oc2c(NC(=O)Nc3ccc(C(F)(F)F)cc3)cccc2C1=O
 : 5.8, 7.3, x, -0.9
O=C(C1CCCCC1)N1[C@H](CO)[C@H]2c3ccccc3NC[C@H]21
 : -6.9, -0.6, 0.8, -0.3
C[C@H](CO)N1C[C@H](C)[C@H](CN(C)Cc2ccncc2)Oc2ccc(N(C)C)cc2C1=O
 : -2.2, 12.3, 24.9, 7.1
Cc1noc(C)c1NC(=O)NCC[C@@H]1CC[C@@H](NC(=O)Nc2cccc(Cl)c2)[C@H](CO)O1
 : x, -21.6, -8.0, -0.5

Limited to GASC1 inh, C diff growth and Pf Dd2 inh, for two of the compounds above:
SMILES	GASC1 inh	C diff growth	Pf Dd2 inh
CCCN1CCC2(CC1)CN(Cc1ccccc1OC)[C@@H](CO)c1c2c2ccc(OC)cc2n1C	0.0	1.9	-61.9
CCCC#Cc1ccc([C@@H]2[C@@H](CO)N3CCCCN(Cc4cccnc4)C[C@@H]23)cc1	-1.7	-7.6	-14.3

Other results.
Value order – C diff growth, Pf Dd2 inh, Tcruzi prolif, GASC1 inh
O=C(Cc1cccnc1)N1CC(=O)N2[C@H](CO)[C@@H](c3ccc(C4=CCCCC4)cc3)[C@@H]2C1
 : 11.8, -2.6, x, 2.3
COCC#Cc1cnc2c(c1)C(=O)N([C@H](C)CO)C[C@H](C)[C@@H](CN(C)C(=O)CN1CCOCC1)O2
 : -1.5, -1.8, x, -0.7
C[C@@H]1CN([C@@H](C)CO)C(=O)c2cc(C#CC(C)(C)O)cnc2O[C@@H]1CN(C)Cc1cncnc1
 : 8.3, -6.6, 61.9, 6.8
COc1ccc(S(=O)(=O)N(C)C[C@@H]2Oc3c(NC(=O)c4ccncc4)cccc3C(=O)N([C@@H](C)CO)C[C@@H]2C)cc1
 : x, 14.7, 82.0, 0.4
CN1C(=O)c2cc(NC(=O)NC3CCCC3)ccc2OC[C@H]2O[C@H](CC(=O)NCC3CC3)CC[C@@H]21
 : -12.5, 13.8, 23.6, 2.1
O=C(c1cccnc1)N1C[C@@H]2[C@H](c3ccccc31)[C@@H](CO)N2Cc1ccc2c(c1)OCO2
 : 3.8, -47.5, 48.9, 1.3
CCC(=O)N1CC(=O)N2[C@@H](CO)[C@H](c3ccc(C#Cc4cccc(F)c4)cc3)[C@@H]2C1
 : 10.9, -14.1, x, -1.1
C[C@H](O)C#Cc1ccc2c(c1)O[C@@H](CN(C)C(=O)C1CCC1)[C@H](C)CN([C@@H](C)CO)S2(=O)=O
 : -4.1, 36.6, 20.6, -1.4
CC(C)CC#Cc1ccc2c(c1)O[C@H](CN(C)C(=O)Cc1ccncc1)[C@@H](C)CN([C@H](C)CO)S2(=O)=O
 : 1.9, -65.0, u, 1.0
COc1ccc2c3c(n(C)c2c1)[C@H](CO)N(Cc1ccccc1OC)CC31CN(CC2CC2)C1
 : 10.6, -49.0, x, -0.5
C[C@H](CO)N1C[C@H](C)[C@H](CN(C)CC2CC2)Oc2cc(C#Cc3ccccc3)ccc2S1(=O)=O
 : 10.3, -64.1, 79.2, 13.7
C[C@@H]1CN([C@@H](C)CO)C(=O)c2cc(C#CC3(O)CCCC3)cnc2O[C@H]1CN(C)Cc1ccccn1
 : -1.0, 8.6, 8.9, 6.8
C/C=C/c1ccc2c(c1)O[C@@H](CN(C)CC1CCCC1)[C@H](C)CN([C@@H](C)CO)S2(=O)=O
 : 1.5, -37.5, 80.5, 4.1
CC(C)NC(=O)N1[C@@H](C#N)[C@@H](c2ccc(C#CC3CCCCC3)cc2)[C@@H]1CO
 : -13.8, -7.9, 63.3, 0.2
C[C@@H]1CN([C@@H](C)CO)C(=O)c2cc(NC(=O)Nc3ccc(F)cc3)ccc2O[C@@H](C)CCCCO[C@H]1CN(C)C(=O)Nc1cccc2ccccc12
 : 1.2, -38.0, 98.2, -2.7
C[C@H](CO)N1C[C@H](C)[C@H](CN(C)C(=O)Cc2ccccc2)OCCCC[C@H](C)Oc2ccc(NC(=O)c3ccccc3)cc2C1=O
 : -7.1, -24.7, 57.5, 0.6
CCC(=O)N1CC(=O)N2[C@H](C1)[C@H](c1ccc(-c3cccnc3)cc1)[C@@H]2CO
 : -1.6, 7.8, x, -1.6
C[C@H]1CN([C@@H](C)CO)C(=O)c2cccc(NC(=O)c3ccncc3)c2O[C@@H]1CN(C)Cc1ccc(C(=O)O)cc1
 : 11.2&-3.0, 12.2, x, 0.3
COc1ccc2c3c(n(C)c2c1)[C@@H](CO)N(C(=O)Cc1ccccc1)CC31CCN(C(C)=O)CC1
 : 3.2, -8.8, x, 0.2
O=C(c1ccc2c(c1)OCO2)N1CC2(C1)[C@@H](c1ccccc1)[C@H](CO)N2C(=O)C1CCC1
 : -4.9, 4.5, x, 0.5
CCNC(=O)Nc1ccc2c(c1)C(=O)N(C)[C@H]1CC[C@H](CC(=O)Nc3ccccc3OC)O[C@@H]1CO2
 : -6.9, -67.0, x, -2.0
O=C(C[C@H]1CC[C@H](NC(=O)c2cccnc2)[C@H](CO)O1)NCc1ccncn1
 : -2.6, 24.0, -57.7, 1.7
COc1ccc(S(=O)(=O)Nc2cccc3c2O[C@@H](CN(C)Cc2ccccc2)[C@@H](C)CN([C@@H](C)CO)C3=O)cc1
 : -1.0, -11.0, 17.6, 0.4
COCC(=O)N(C)C[C@H]1Oc2cc(-c3cncnc3)ccc2S(=O)(=O)N([C@H](C)CO)C[C@@H]1C
 : -5.3, 33.4, 2.7, 0.6
Cc1noc(C)c1NC(=O)N(C)C[C@H]1OCCCC[C@@H](C)Oc2ccc(NS(=O)(=O)c3ccc(Cl)cc3)cc2C(=O)N([C@H](C)CO)C[C@H]1C
 : -6.4, -52.7, -37.6, -2.0
N#C[C@@H]1[C@@H](c2ccccc2-c2ccccc2)[C@@H](CO)N1C(=O)NC1CCCC1
 : -3.2, -0.2, x, -1.5
C[C@H](CO)N1C[C@H](C)[C@@H](CN(C)Cc2cccc(F)c2)Oc2ncc(C#CC(C)(C)O)cc2C1=O
 : x, 48.1, x, 1.6
COCCNC(=O)C[C@@H]1C[C@@H]2c3cc(NC(=O)C4CCOCC4)ccc3O[C@@H]2[C@@H](CO)O1
 : x, -32.3, 18.6, -1.5
COCC(=O)Nc1ccc2c(c1)C(=O)N(C)C[C@H](OC)[C@@H](C)CN(Cc1ccccc1OC)[C@@H](C)CO2
 : -1.6, -16.2, 1.2, 2.2
CCN1[C@@H]2c3ccc(C4=CCCC4)c(=O)n3C[C@@H]2[C@@H](CO)[C@@H]1C(=O)NCc1ccccn1
 : 1.5, 2.6, 26.1, 7.5

Following part
Value order – C diff growth, Pf Dd2 inh, Tcruzi prolif, GASC1 inh
CCC(=O)Nc1ccc2c(c1)C(=O)N(C)C[C@H](OC)[C@H](C)CN(C(=O)CN1CCOCC1)[C@@H](C)CO2
 : x, x, -5.1, -0.1
CO[C@@H]1CN(C)C(=O)c2cc(NC(=O)Nc3ccc(Cl)cc3)ccc2OC[C@H](C)N(C)C[C@@H]1C
 : -1.0, -21.2, -48.8, -0.6
CC(C)(C)[S@@](=O)N1Cc2cc(C(=O)N3CCOCC3)nc(-c3cccc(Br)c3)c2[C@H]1CCO
 : 3.0, 20.4, x, 3.4
COC(=O)C[C@H]1C[C@@H]2c3cc(NC(=O)CC4CC4)ccc3O[C@@H]2[C@@H](CO)O1
 : 2.6, -10.6, 4.6, 9.2
C[C@@H]1CN([C@H](C)CO)C(=O)Cc2cc(N(C)C)ccc2O[C@H]1CN(C)C(=O)NC1CCCCC1
 : -5.1, 8.7, 30.4, 2.3
CO[C@@H]1CN(C)C(=O)c2cc(NS(=O)(=O)c3cn(C)cn3)ccc2OC[C@@H](C)N(Cc2cccc(F)c2)C[C@H]1C
 : x, 5.9, x, 0.2
C[C@@H]1CN([C@@H](C)CO)S(=O)(=O)c2ccc(C#Cc3cccc(F)c3)cc2O[C@@H]1CN(C)CC1CC1
 : 4.4, 15.0, x, x
CN(C)CC(=O)N1[C@@H](CO)[C@@H]2c3ccccc3N(C(=O)Cc3ccccc3)C[C@@H]21
 : -3.5, -5.8, -8.0, 4.9
C/C=C/c1ccc2c(c1)O[C@H](CN(C)C(=O)c1cccnc1)[C@H](C)CN([C@@H](C)CO)S2(=O)=O
 : -2.1, 18.5, -2.1, 0.4
